EPAC2 antag: qHTS for Antagonist of cAMP-regulated guanine nucleotide exchange factor 2 (EPAC2): primary screen | Rap guanine nucleotide exchange factor 4 (Homo sapiens), Q8WZA2 | EPAC2 GEF exchange of Rap1B-BODIPY-GDP, fluorescence | Potency, µM (doses to about 114 µM), for the others: at the top dose activity, negative = inhibition, hits mostly inhibitors | hit rate 0.18% among 360,000 | AID 720708, 2013; further: on the % scale 0 is the no-effect control and ±100 the full control effect; nearly all actives have a fitted effect of over 45% in size; many of its hits are not listed in these tables
Target sequence (Q8WZA2 whole entry, looked up): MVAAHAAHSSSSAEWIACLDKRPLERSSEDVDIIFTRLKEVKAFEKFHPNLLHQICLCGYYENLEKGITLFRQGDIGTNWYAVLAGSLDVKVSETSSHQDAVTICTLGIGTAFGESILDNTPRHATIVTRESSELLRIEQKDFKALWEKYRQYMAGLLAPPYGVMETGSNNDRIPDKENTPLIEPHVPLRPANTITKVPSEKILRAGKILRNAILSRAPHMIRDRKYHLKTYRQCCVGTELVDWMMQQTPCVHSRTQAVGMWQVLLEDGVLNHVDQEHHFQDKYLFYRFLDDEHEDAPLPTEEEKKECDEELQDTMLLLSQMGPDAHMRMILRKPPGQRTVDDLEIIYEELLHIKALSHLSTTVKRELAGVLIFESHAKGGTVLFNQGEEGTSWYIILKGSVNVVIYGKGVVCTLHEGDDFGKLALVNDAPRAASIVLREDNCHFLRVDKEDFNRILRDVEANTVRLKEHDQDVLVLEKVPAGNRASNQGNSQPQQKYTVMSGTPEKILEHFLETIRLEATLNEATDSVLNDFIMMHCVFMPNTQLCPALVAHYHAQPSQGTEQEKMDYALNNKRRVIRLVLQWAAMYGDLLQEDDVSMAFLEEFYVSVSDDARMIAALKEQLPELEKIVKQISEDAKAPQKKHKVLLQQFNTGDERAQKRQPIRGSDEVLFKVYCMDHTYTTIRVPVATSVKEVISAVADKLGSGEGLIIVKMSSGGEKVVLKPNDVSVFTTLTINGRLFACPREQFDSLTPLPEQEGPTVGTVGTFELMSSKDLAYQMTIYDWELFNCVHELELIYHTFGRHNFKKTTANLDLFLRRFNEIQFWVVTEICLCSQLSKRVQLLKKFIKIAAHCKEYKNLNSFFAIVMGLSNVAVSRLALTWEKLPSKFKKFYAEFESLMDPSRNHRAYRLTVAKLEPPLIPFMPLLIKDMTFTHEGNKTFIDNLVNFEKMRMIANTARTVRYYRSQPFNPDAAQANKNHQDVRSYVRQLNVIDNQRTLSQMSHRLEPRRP
EPAC2 agonist: qHTS for Agonist of cAMP-regulated guanine nucleotide exchange factor 4 (EPAC2): primary screen; EPAC2 activation, biochemical qHTS; response scale: 100% = 6.5 mM cAMP response; Potency, µM (top dose mostly 154 µM), without a hit: top-dose activation, actives largely listed as activators; hit rate 0.079% among 360,000; AID 720711, 2013; further: nearly all actives have a fitted effect of over 50% in size
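Each well held 100 nM EPAC2, 250 nM RAP1B-BODIPY-GDP and 50 uM GDP. Fluorescence, read at 5-min intervals to 30 min, was referenced to a 6.5 mM cAMP positive control.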
EPAC1 antag: qHTS for Antagonist of cAMP-regulated guanine nucleotide exchange factor 3 (EPAC1): primary screen | Rap guanine nucleotide exchange factor 3 (Homo sapiens), O95398 | EPAC1 GEF assay, Rap1b-BODIPY-GDP exchange fluorescence | Potency, µM (top dose mostly 115 µM), without a hit: top-dose activity change, negative = inhibition, usual class: inhibitors | hit rate 0.14% among 360,000 | AID 720709, 2013;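 further: plate controls were vehicle for no effect and positive control for full effect; nearly all actives have a fitted effect of over 50% in size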
PTHR1 agonist: qHTS for PTHR1 Agonists: Primary Screen; hit rate 0.075% among 410,000; HEK293 GP2 PTHR1 cells, GloSensor cAMP luminescence, 1 h; Potency, µM (highest dose often 115 µM), inactives show at the top dose activation, most hits filed as activators; Parathyroid hormone/parathyroid hormone-related peptide receptor (Homo sapiens), Q03431; further: nearly all actives have a fitted effect of over 55% in size; some results filed as inactive show a strong effect at the top dose; inactives centre near -15; many of its hits are not listed in these tables
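HEK-293-derived GP2 cells expressing PTHR1 and a GloSensor cAMP reporter, 3,000/well, plated overnight, given luciferin plus IBMX (each 0.5 mM as added) for 1 h at 37 °C, then compound for 1 h at 37 °C. Luminescence was read after 15 min at room temperature.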
FUS suppressor: qHTS for Suppressors of FUS Proteinopathy: Primary screen using FUS-linked yeast assay; S. cerevisiae FUS-expressing, growth rescue, OD600, 24 h; Potency, µM (titrated, usually from 76.6 µM), for the others: at the highest dose growth rescue (activation), usual class: activators; hit rate 0.24% among 390,000;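 further: plate controls were DMSO vehicle for no effect and reference control for full effect; nearly all actives have a fitted effect of over 55% in size; some results filed as inactive show a strong effect at the top dose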
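FUS-expressing yeast, raffinose-pregrown, induced in 2% galactose minimal medium at OD 0.005; compounds in a dilution series, 24hr at 30C. Growth restoration read as absorbance at 600 nm. CP55940 positive control, DMSO negative.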
TDP-43 yeast inh: qHTS of TDP-43 Inhibitors | TDP-43 expressing yeast growth rescue, BacTiter-Glo, 24 h | Potency, µM (titrated, usually from 46.1 µM), inactives show at the highest dose growth rescue (activation), most hits filed as activators | hit rate 1.8% among 410,000 | AID 652104, 2013; further: % of control where 0% means no effect; nearly all actives have a fitted effect of over 50% in size
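Readout is BacTiter-Glo luminescence of cell growth, so inhibitors register as activators. TDP-43-expressing yeast at OD600=0.02 in galactose medium, after raffinose pregrowth to mid-log, were incubated with compound for 24 hr at 30 deg C.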
aSyn rescue: qHTS of alpha-syn Inhibitors | hit rate 0.14% among 370,000 | Potency, µM (top dose mostly 46.1 µM), inactives show at the top dose growth rescue (activation), usual class: activators | Yeast expressing alpha-synuclein, growth rescue, BacTiter-Glo, 24 h; further: % of control where 0% means no effect; nearly all actives have a fitted effect of over 65% in size
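Screening used galactose-induced yeast with toxic alpha-synuclein levels, exposed to compound for 24 hr at 30 deg C. Cell growth, read with BacTiter-Glo luminescence, gave the measured signal.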
EPAC1 ag: qHTS for Agonist of cAMP-regulated guanine nucleotide exchange factor 3 (EPAC1): primary screen. EPAC1 agonist qHTS, biochemical assay; response scale: 100% = response to 6.5 mM cAMP. Rap guanine nucleotide exchange factor 3 (Homo sapiens), O95398. Potency, µM (doses to about 154 µM), for inactives: at the highest dose activation, usual class: activators. AID 720707, 2013. hit rate 0.073% among 360,000; further: nearly all actives have a fitted effect of over 60% in size
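Nucleotide exchange by EPAC1 (100 nM) on Rap1B–BODIPY-GDP (250 nM) in the presence of 50 uM GDP is tracked fluorescently at 480/540 nm over 30 min. Signals are normalized to a 6.5 mM cAMP control.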
* marks the source's active call; other numbers are inactive results; i = inactive; ? = inconclusive; . = no result given; & = joins results of further samples; [ ] = another dose, or the depositor's remark. The call rests on the fitted dose curve; in most records, active means well fitted curve in the direction sought with a large enough effect; inconclusive means small, poorly fitted or top-dose-only effect, or another doubt; inactive means no such curve, though single readings can be large; an effect the other way counts as inactive or inconclusive. Potency means the concentration at half of the fitted maximal effect. A portion of the library; the hit share may differ from the screen's.

molecule,TDP-43 yeast inh,FUS suppressor,EPAC1 antag,PTHR1 agonist,EPAC2 agonist,aSyn rescue,EPAC1 ag,EPAC2 antag
CCOC(=O)Cc1nnc2c(Nc3ccc(Cl)cc3)nc3nonc3n12,?,-2%,1%,-40%[inhibitor],2%,-15%,16%,-9%
CC(C)CNS(=O)(=O)c1ccc(S(=O)(=O)N2CCC3(CC2)OCCO3)cc1,-11%,.,-23%,-33%[inhibitor],-2%,10%,-8%,-14%
CCOCCCN1CN(Cc2ccco2)CNC1=S,-7%,1%,-2%,-17%,3%,3%,5%,-2%
COC(=O)CN1C(=O)N/C(=C/c2ccc(C)o2)C1=O,0%,6%,-22%,i,4%,3%,-4%,-11%
CCC(c1nnnn1-c1ccc2c(c1)OCCO2)N1CCN(c2cc(C)ccc2C)CC1 (centres undefined),?,30%,-2%,-54%[inhibitor],3%,0%,-2%,-9%
COc1ccc(/C=C(/NC(=O)c2ccco2)C(=O)N2CCCCC2)cc1,-21%,.,7%,-19%,4%,-4%,-1%,7%
O=C(C1CCCN1S(=O)(=O)c1cccc2cccnc12)N1CCc2ccccc2C1 (centres undefined),15%,17%,-1%,-38%[inhibitor],6%,0%,-9%,6%
COc1cccc(-c2cc(C(=O)N3CC4(C)CC3CC(C)(C)C4)no2)c1 (centres undefined),8%,40%,-18%,-18%,20%,7%,28%,-16%
O=C(C[C@@H]1C/C=C\CCCC(=O)OC[C@@H](c2ccccc2)NC1=O)NCCO,19%,-6%,7%,i,4%,2%,-13%,-9%
O=C(CSc1nnc(-c2ccc(F)cc2)o1)N1CCCCC1,5%,-1%,12%,i,6%,-7%,-3%,0%

Three entries already listed, sorted by the number in EPAC2 antag, falling:
| smiles | EPAC2 antag |
| --- | --- |
| COc1ccc(/C=C(/NC(=O)c2ccco2)C(=O)N2CCCCC2)cc1 | 7% |
| O=C(C1CCCN1S(=O)(=O)c1cccc2cccnc12)N1CCc2ccccc2C1 (centres undefined) | 6% |
| O=C(C[C@@H]1C/C=C\CCCC(=O)OC[C@@H](c2ccccc2)NC1=O)NCCO | -9% |

Next part
molecule,TDP-43 yeast inh,FUS suppressor,EPAC1 antag,PTHR1 agonist,EPAC2 agonist,aSyn rescue,EPAC1 ag,EPAC2 antag
CC(=O)/C(C[N+]1(C)CCCCC1)=N\O,4%,-10%,-2%,-23%[57.5 µM],6%,7%,-3%,-2%
CCOc1ccc2c(c1)c(=O)c(S(=O)(=O)c1ccc(C)cc1)cn2CC,1%,5%,8%,-1%,-7%,3%,-2%,-12%
CC(=O)Nc1ccc(S(=O)(=O)NC(C(=O)O)C(C)C)cc1 (centres undefined),-5%,8%,0%,i,2%,2%,4%,-7%
O=C(O)c1cc(-c2cccc(Cl)c2)nc2nc(N3CCCCC3)sc12,1%,10%,-6%,-15%,-10%,-14%,-8%,13%
COc1cccc(CN2CCNC(=O)C2CC(=O)NCC2CCOCC2)c1 (centres undefined),10%,17%,-1%,i,3%,2%,0%,0%
C#CCOCCOCCOCCNc1nc(N2CCN(C(=O)Cn3cc(CCCCN)nn3)CC2)nc(N2CCN(C(=O)[C@H](CCCCN)n3cc(CCCC)nn3)CC2)n1,-5%,20%,0%,i,-6%,-1%,7%,-13%
CC1(C)CC(=O)C/C(=N/NC(=O)C2CCN(S(=O)(=O)c3cccs3)CC2)C1,7%,-1%,3%,-4%,13%,-3%,11%,2%
Cc1ccc(NC(=O)CSc2nnc3ccc(-c4cccnc4)nn23)cc1,0%,6%,5%,i,4%,1%,8%,-6%
CN(CC(=O)Nc1ccccc1Br)C(=O)c1ccc(COc2ccccc2)cc1,-1%,37%,-5%,-17%,14%,-2%,-14%,-1%
CCC(=O)NC(C)C(c1cccs1)N1CCN(Cc2ccccc2)CC1 (centres undefined),1%,-17%,31%[activator],i,14%,8%,-14%,-8%
COc1cccc(CNC(=O)Cn2ccc3cc(S(=O)(=O)N4CCCC4)ccc32)c1,-7%&9%,7%&-13%,-7%,-21%&-23%,3%,-4%,-5%,4%
CCCCn1c(N)c(N(CCOC)C(=O)CSc2n[nH]c(-c3ccc(C)cc3)n2)c(=O)[nH]c1=O,-1%,4%,5%,-18%,1%,1%,4%,-2%
O=c1c2ccccc2c(-c2ccc(Cl)cc2)nn1-c1ccccc1,-4%,15%,-13%,12%,19%,7%,21%,-11%
Cc1ccc(C(=O)NCCc2nnc3ccc(SCC(=O)N4CCCC4)nn23)cc1,-2%,.,6%,i,-2%,8%,3%,9%
CC(=O)Nc1ccc(/C=N/Nc2ccc(C(=O)c3c(C)cc4ccccn34)cc2[N+](=O)[O-])cc1,8%,-2%,-11%,-7%,1%,8%,10%,2%
CC(C)CN(CC(C)C)CC(O)Cn1cc(/C=C/C(=O)c2ccccc2)c2ccccc21 (centres undefined),-4%,-3%,.,-31%[inhibitor],.,3%,.,.
[O-]/[N+](=C/c1ccco1)c1ccccc1,?,-24%,?,-12%,7%,10%,7%,9%
Cc1cc(C)n(-c2ccc(C(=O)OCC(=O)Nc3ccc(S(=O)(=O)N4CCCCC4)cc3)cc2)n1,0%,28%,-6%,i,10%,6%,11%,-8%
CCCn1nnnc1NCc1ccccc1OCC,-14%,3%,-19%,22%,3%,3%,2%,1%
CN(C)/C=N/c1sc2c(c1C#N)CC(C)(C)NC2(C)C,3%,-16%,10%,-15%[57.5 µM],5%,1%,12%,4%
Cc1cc(Oc2ccccc2)nc(SCC(N)=O)n1,-16%,33%,1%,0%,5%,2%,-3%,7%
CC(C)C1C(=O)N(Cc2cn(CCC3OCCO3)nn2)CCS(=O)(=O)N1Cc1ccc(-c2ccc(F)cc2Cl)cc1 (centres undefined),22µM*,?,-22%,-86%[inhibitor],4%,?,4%,-27%
CC1(C)CC(=O)C2=C(C1)Nc1ccccc1NC2,-31%[inhibitor],7%,-9%,15%,8%,-2%,8%,-9%
C[C@H]1CC[C@]2(O[C@H](CCO)C[C@H](O)[C@H]2O)O1,10%,-17%,5%,i,-2%,1%,-20%,-20%
O=C(NC1CC2CCC(C1)N2Cc1ccccc1)c1ccccc1Cl (centres undefined),-7%,5%,-23%,-17%,16%,-1%,5%,3%
CC(=O)c1cccc(N(C(=O)Cn2nnc3ccccc32)C(C(=O)NCc2ccccc2)c2ccccn2)c1 (centres undefined),4%,.,-2%,i,7%,-11%,-1%,7%
O=C(COC(=O)[C@@H]1CCCN1C(=O)c1cccs1)Nc1ccc(Br)cc1,?,2%,-18%,-27%,26%,1%,23%,-17%
O=C(Nc1cc(S(=O)(=O)N2CCOCC2)ccc1N1CCCCC1)c1cc(-c2ccccn2)nc2ccccc12,17%[9.22 µM],-5%,-16%,-67%[inhibitor],18%,-43%[inhibitor],2%,3%
Cc1cc(C)c2c(n1)sc1c(=O)[nH]c(SCc3ccccc3)nc12,6%,3%,10%,-23%,-7%,11%,-2%,15%
O=C(Nc1ccc(O)cc1)c1ccccc1OCc1ccccc1,19%,-6%,-15%,i,18%,1%,20%,-18%
N/C(=N\c1nc2ccccc2o1)NC(=O)/C=C/c1ccccc1,7%,1%,-10%,-18%,4%,-11%,5%,10%
Cc1cccc(CN2C(=O)NC(c3ccccc3)(c3ccccc3)C2=O)c1,?,17%,?,?,15%,21%,-6%,-29%
CCCC1(C(=O)OC)NC(c2ccc(OC)c(OC)c2)C2C(=O)N(c3cccc(C(C)=O)c3)C(=O)C21 (centres undefined),-12%,33%,7%,0%,0%,-1%,13%,-10%
COc1cc(C(=O)N2CCN(c3ccc(C)cc3C)CC2)cc(OC)c1OC,?,19%,-1%,-15%,13%,1%,-9%,-10%
CCCCCn1c(SCCOCC)nc2c1c(=O)[nH]c(=O)n2C,?,-1%,1%,-44%[inhibitor],5%,?,-2%,-7%
Cc1cnc(C=O)c2cccc([N+](=O)[O-])c12,20µM*,7%,6%,-35%[inhibitor],0%,14%,8%,0%
COc1ccccc1CNC(=O)CSc1nnc2ccc(-c3cccnc3)nn12,10%,12%,-21%,i,13%,1%,9%,4%
O=C(CCNS(=O)(=O)c1cccc2nonc12)NC1CCCCC1,2%,0%,-3%,i,9%,-15%,7%,2%
CCC(C)NC(=O)c1ccc(COc2ccccc2Cl)cc1 (centres undefined),?,9%,-12%,i,-7%,3%,6%,-4%[57.1 µM]
COc1ccc(CCN(C)C(=O)c2cccc(S(=O)(=O)N3CCN(c4ccc(F)cc4)CC3)c2)cc1OC,1%,?,-3%,-36%,0%,-2%,-11%,5%
NS(=O)(=O)c1ccc(NC(=O)CSc2nc3c(c(=O)[nH]2)CCCC3)cc1,4%,-6%,9%,i,3%,-2%,5%,0%
COc1ccc(OC)c(NC(=S)N2CCN(c3ccccn3)CC2)c1,3%,0%,-17%,i,-2%,0%,2%,3%
Clc1cccc(Nc2ncnc3c2cnn3-c2ccccc2)c1,?,22%,-6%,-32%,13%,0%,5%,-1%
O=C(NNc1ccccc1F)C1CCC1,2%,-12%,?,-36%[inhibitor],7%,0%,-6%,0%
CCc1c(C)nc2ncnn2c1NCc1cccs1,-7%,-11%,4%,-10%[57.5 µM],2%,-1%,-4%,5%
CCn1nc(C)c(CNC(=O)c2cc(COc3cncc(Cl)c3)on2)c1C,21%,-1%,-6%,-5%,-3%,-2%,11%,-7%
CCN1CCN(C(=O)/C(=C/c2cccs2)NC(=O)c2ccc(C)c(C)c2)CC1,-3%,-5%,-17%,-64%[inhibitor],0%,-1%,-4%,-7%
COC(=O)C1=C(O)C2(C(=O)O)CC(C(=O)OC)=C(O)C(C(=O)O)(C1)C2,7%,12%,14%,i,4%,3%,5%,1%
c1ccc(Cc2noc(CN3CCN(Cc4ccc5c(c4)OCO5)CC3)n2)cc1,0%[9.22 µM],16%,27%,-7%,4%,-3%,-9%,0%

High-throughput results (PubChem)
